# Siah-1 displacement: blockers of Siah-1 interaction with plectin peptide – biochemical, fluorescence polarization, rhodamine-plectin, uHTS, primary screen (AID 1817); hit rate 0.02% among 290,000; one-dose displacement, % at 20 µM; IC50 in µM for titrated hits; Siah-1 / rhodamine-plectin peptide fluorescence polarization; higher % means a stronger effect;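 active means displacement of at least 50% at 20 µM, with a fluorescence ratio check between 0.3 and a set limit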;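 further: plate controls were Siah plus tracer with DMSO for no effect and tracer alone without Siah for full effect; strong numbers were not always called active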
# TNAP activation fold: human TNAP enzyme activators, primary screen, biochemical, luminescent, no phosphate acceptor, uHTS (AID 1001). purified TNAP, luminescent activation assay, no phosphate acceptor; higher activation fold means a stronger effect. activation fold at 20 µM, or EC50 in µM where a hit was titrated. hit rate 0.03% among 200,000; in the data active means activation fold from about 3, or a potency from the dose series; inactive means the rest, 99 in 100 with activation fold below about 1.6; further: many of its hits are not listed in these tables
# PMI inhibitors: MPI enzyme activity inhibition – biochemical, fluorescence intensity, coupled assay, primary screen (AID 1209) | hit rate 0.42% among 190,000 | one-dose inhibition, % at 20 µM; IC50 in µM for titrated hits | purified PMI enzyme, coupled fluorescence intensity; higher % means a stronger effect;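 further: plate controls were DMSO vehicle for no effect and wells lacking substrate for full effect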
# RSV CPE inhibition: inhibition of RSV-induced cytopathic effect – HEp-2 cells, primary 10 µM value included (AID 2391) | one-dose CPE inhibition, % at 10 µM; IC50 in µM for titrated hits | hit rate 0.13% among 310,000 | HEp-2 cells, RSV-induced CPE inhibition; higher % means a stronger effect; in the data active means a potency from the dose series; inconclusive means CPE inhibition mostly from about 23% at the one dose, without a potency; inactive means the rest, 99 in 100 with CPE inhibition below about 21%; further: strong numbers were not always called active
# WT yeast gro inh: growth inhibition of WT yeast, mitochondrial fusion screen | AID 1362 | mitochondrial fusion phenotypic screen, WT strain | inhibition, % at 10 µM | hit rate 2.1% among 190,000; in the data active means inhibition above about 58%; tested in S. cerevisiae
# Salmonella PhoP GFP: PhoP-dependent GFP reporter repression – Salmonella Typhimurium, primary screen (AID 1863) | S. Typhimurium PhoP-regulated promoter GFP reporter, 4 h; higher % means a stronger effect | one-dose inhibition, % at 50 µM; IC50 in µM for titrated hits | hit rate 0.16% among 300,000;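 active means inhibition over 29.93%, a cutoff 3 SD above the screen mean, later confirmed by dose response; inconclusive means inhibition over 29.93% but no dose response follow-up; inactive means inhibition at most 29.93% or unconfirmed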;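 further: 0% = low Mg2+ inducing control and 100% = high Mg2+ repressing control; strong numbers were not always called active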
# PMI inhibition: human PMI inhibitors, high substrate, primary screen, biochemical, fluorescence intensity, high mannose 6-phosphate (AID 1220); recombinant PMI enzyme, coupled fluorescence intensity; higher % means a stronger effect; hit rate 0.66% among 190,000; inhibition, % at 20 µM, or IC50 in µM where a hit was titrated
# Myeloid diff 2: promotes myeloid progenitor differentiation | ER-HoxA9 myeloid progenitors, lysozyme-GFP differentiation, flow cytometry | calls only at 10 µM | hit rate 1% among 360,000 | AID 624256;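 active means normalized GFP-positive differentiation at or above the plate's own cutoff, the solvent-only control mean plus 3 SD; inconclusive means no clear call, values can overlap the other calls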;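 further: cells exposed to compound for four days before flow analysis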
# XIAP antagonists: XIAP antagonists, biochemical, IAP family, fluorescence polarization (AID 1018). XIAP BIR domain, fluorescence polarization peptide displacement; higher % means a stronger effect. displacement, % at 20 µM, or IC50 in µM where a hit was titrated. hit rate 0.007% among 200,000; in the data active means displacement above about 50%; further: a part of the inactive calls stands beside numbers as strong as those of hits
# WT yeast gro inh mutant strain: recorded beside WT yeast gro inh, whose call it bears; inhibition, %; mitochondrial fusion phenotypic screen, mutant strain inhibition
# Myeloid diff 2 GFP+ MAC1+ %: also measured in Myeloid diff 2; calls as there; GFP+ MAC1+ double positive, %; measured here: differentiation confirmed by MAC1 staining
# Active calls of the source: *; i = inactive; ? = inconclusive; . = not tested or not shown. Unless noted, no stated cut-off is given here; in the data, active means inhibition above about 50%; inactive means the rest.
No.	mol	Siah-1 displacement	TNAP activation fold	PMI inhibitors	RSV CPE inhibition	WT yeast gro inh	WT yeast gro inh mutant strain
1	CCOC(=O)CN1CCC(c2cc(-c3ccc(Cl)cc3)n[nH]2)CC1	-8%	.	.	0.4%	.	.
2	O=C(N=C1c2ccccc2CN1c1ccc(F)c(F)c1)c1cccnc1	0%	1.1	-33%	-0.1%	-10	1
3	Clc1ccccc1CSc1ncn(-c2ccccc2)n1	12%	1.1	14%	0.0%	51	18
4	O=[N+]([O-])c1cccc(/C=C2\CCC(/C=N/Nc3ccc4ccccc4n3)=C2N2CCOCC2)c1	-3%	1.1	4%	4.4%	13	-23
5	Cc1cc(NC(=O)c2cc3ncc(Br)cn3n2)no1	2%	1	0%	1.4%	-4	-16
6	CC1SCC(=O)N(CC(=O)NCCc2ccccc2)C1=O (stereo unspecified)	0%	1.2	0%	2.5%	-5	15
7	COC(=O)c1ccc(N2CCOCC2)c(NC(=O)c2ccc3c(c2)OCCO3)c1	-1%	.	.	3.0%	.	.
8	COc1ccccc1NC(NC(=O)c1ccco1)C(=O)c1ccccc1 (stereo unspecified)	-3%	1	-6%	1.7%	29	26
9	Cc1ccc(S(=O)(=O)NC(=O)Nc2ccccc2F)cc1	-3%	1	-8%	3.5%	7	8
10	Cc1nnc(NC(=O)c2cccc(S(=O)(=O)N3CCc4ccccc43)c2)s1	0%	1.1	-4%	3.6%	6	16
11	O=C(Nc1ccc(Cl)cc1)N1CCOCC1	-2%	.	.	4.4%	.	.
12	COc1cc(/C=N/N2CCN(C3c4ccccc4-c4ccccc43)CC2)cc(OC)c1O	0%	1	26%	5.9%	-2	-1
13	NC(=O)c1nn(-c2cccc(Cl)c2)c(=O)cc1O	-1%	1.1	3%	0.7%	.	.
14	CCN(CC)c1ccc(C=Nc2cc(C)ccc2C)c(O)c1	4%	1	28%	3.9%	-2	-6
15	Cc1cc(C)cc(OCC(=O)NCCc2nc3ccccc3[nH]2)c1	-7%	1	8%	0.0%	-12	4

No.	Salmonella PhoP GFP	PMI inhibition	Myeloid diff 2	Myeloid diff 2 GFP+ MAC1+ %	XIAP antagonists
1	7%	.	i	0.9	.
2	6%	-24%	i	0.0	-10%
3	2%	11%	i	0.2	3.0%
4	2%	-1%	i	0.5	-6.0%
5	11%	-3%	i	1.1	-1.2%
6	1%	-2%	i	0.7	2.3%
7	-8%	.	i	1.9	.
8	-3%	-5%	i	3.7	-7.7%
9	1%	2%	i	3.2	-14%
10	-3%	-10%	i	4.4	-2.2%
11	2%	.	i	0.5	.
12	-15%	33%	i	0.3	-14%
13	0%	0%	i	0.6	-5.5%
14	-1%	58%*	i	0.5	-0.6%
15	.	15%	i	0.1	-9.4%

# The results go on:
No.	mol	Siah-1 displacement	TNAP activation fold	PMI inhibitors	RSV CPE inhibition	WT yeast gro inh	WT yeast gro inh mutant strain
16	CCOC(=O)c1c(C)[nH]c(C(=O)CSc2nccc(C)n2)c1C	7%	1.1	-12%	-0.2%	17	12
17	CC(=O)Nc1ccc(S(=O)(=O)N/N=C/c2ccc(C)s2)cc1	-10%	1.1	-35%	0.4%	10	16
18	O=C(CCl)N(CCc1ccccc1)CCc1ccccc1	9%	.	.	5.0%	.	.
19	O=C(N/N=C/c1ccc(OCCCF)cc1)c1ccc(C(F)(F)F)cc1	14%	1.1	-84%	1.5%	-6	-2
20	CC(=O)Nc1ccc(OC(=O)Cc2ccc(Cl)cc2)cc1	3%	.	.	1.7%	.	.
21	CCOC(=O)C1=C(C)Nc2ccccc2N=C1NC(=O)CCCN1C(=O)c2ccccc2C1=O	-1%	0.9	-3%	1.7%	-3	-1
22	Cc1cc(C)cc(NC(=O)C2C3C=CC4(O3)C2C(=O)N(CCCN2CCCCC2)C4C(=O)NC2CCCCC2)c1 (stereo unspecified)	-1%	.	.	1.5%	.	.
23	COc1cccc(C(=O)Nc2ccc(NC(=O)C3C4C=CC(C4)C3C(=O)O)cc2)c1 (stereo unspecified)	-4%	.	.	7.4%	.	.
24	CC/C(=N/NC(=O)c1ccccc1)c1ccc(OCCN2CCOCC2)cc1	-1%	1	10%	1.6%	-3	14
25	O=C(NCc1ccco1)c1ccc(COc2cccc3ccccc23)cc1	6%	1.2	20%	14%	0	-11
26	Cc1nn(Cc2ccccc2Cl)c2sc(C(=O)OC3CCCC3=O)cc12 (stereo unspecified)	2%	1.1	1%	6.6%	10	4
27	Cc1c(Br)c(C(N)=O)nn1C	-3%	1.1	-14%	-0.2%	9	14
28	Cc1ccc(C(=O)N2CCCC2)cc1S(=O)(=O)N1CCOCC1	12%	.	.	1.8%	.	.
29	Cc1oc2nc(SCC(=O)NCCCO)nc(N)c2c1C	-2%	1.1	-3%	0.7%	-2	7
30	CC1(C)OC(=O)C(=Cc2ccc(-c3ccc(Cl)c(C(=O)O)c3)o2)C(=O)O1	0%	1.1	-12%	2.3%	-9	8

No.	Salmonella PhoP GFP	PMI inhibition	Myeloid diff 2	Myeloid diff 2 GFP+ MAC1+ %	XIAP antagonists
16	8%	-10%	i	0.5	-1.3%
17	-4%	-20%	i	0.5	-4.8%
18	14%	.	?	.	.
19	1%	0%	i	0.5	-1.3%
20	-6%	.	i	0.8	.
21	1%	-8%	i	1.3	-6.3%
22	0%	.	i	2.8	.
23	4%	.	i	0.0	.
24	-1%	11%	i	0.8	-7.6%
25	-13%	24%	i	0.3	-0.1%
26	-1%	19%	i	0.9	-6.3%
27	1%	-2%	i	0.8	1.2%
28	-3%	.	i	1.0	.
29	-3%	-2%	i	1.0	-3.8%
30	-9%	-14%	i	0.2	-4.7%

# Remaining list, next part
No.	mol	Siah-1 displacement	TNAP activation fold	PMI inhibitors	RSV CPE inhibition	WT yeast gro inh	WT yeast gro inh mutant strain
31	CCCCNC(=S)Nc1ccc2nc3n(c(=O)c2c1)CCCCC3	-5%	1.1	2%	3.9%	3	8
32	Cc1ccccc1C(=O)NC1CCN(Cc2nnnn2C2CCCC2)CC1	8%	1.1	-4%	-0.3%	-25	-23
33	CCN(C(=O)Cc1cccs1)c1nnc(-c2cccnc2)s1	-4%	1.1	-22%	0.0%	-2	2
34	COCCNC(=O)c1cccc(OC2CCN(Cc3ccc(OC(F)F)cc3)CC2)c1	1%	.	.	8.9%	.	.
35	C=CCn1c(SCC#N)nnc1-c1ccc2ncccc2c1	2%	.	.	0.8%	.	.
36	CC(Oc1cccc2ccccc12)C(=O)N/N=C/c1cccnc1 (stereo unspecified)	-4%	.	.	4.2%	.	.
37	Cc1nn(C)c(C)c1CN(C)C(=O)c1nn2c(c1Br)NC(c1cccs1)CC2C(F)(F)F (stereo unspecified)	-7%	1	9%	12%	9	14
38	O=C(O)CC(NCc1ccco1)C(=O)OCCc1ccccc1 (stereo unspecified)	11%	1.1	4%	3.4%	11	-3
39	CC(C)(C)N(Cc1ccccc1)C(=O)COC(=O)CN1C(=O)C2CC=CCC2C1=O (stereo unspecified)	4%	.	.	1.2%	.	.
40	Cc1cc(C)cc(NC(=O)CSc2nnc(-c3ccccc3)n2N)c1	0%	1.1	4%	2.4%	-1	6
41	CS(=O)(=O)N(CCc1ccccc1)CC(=O)NCc1ccccn1	4%	1.1	7%	0.5%	5	-28
42	CCCCc1cc(=O)oc2cc(OCC(=O)N3CCC(C(N)=O)CC3)ccc12	-1%	.	.	-0.2%	.	.
43	Cc1c(O)ccc2c(CC(=O)N[C@@H](Cc3c[nH]c4ccccc34)C(=O)O)cc(=O)oc12	-2%	.	.	0.5%	.	.
44	Cc1ccc2[nH]cc(CCNC(=O)c3ccc4c(c3)OCO4)c2c1	-2%	.	.	5.2%	.	.

No.	Salmonella PhoP GFP	PMI inhibition	Myeloid diff 2	Myeloid diff 2 GFP+ MAC1+ %	XIAP antagonists
31	-7%	-6%	i	0.3	-6.4%
32	0%	7%	i	1.0	-2.8%
33	21%	-41%	i	0.5	-2.4%
34	-5%	.	i	0.7	.
35	-3%	.	i	0.2	.
36	2%	.	?	.	.
37	-1%	1%	i	0.3	-6.3%
38	-1%	2%	i	1.5	-1.9%
39	-6%	.	i	0.6	.
40	0%	6%	i	0.4	-10%
41	4%	4%	i	0.8	-2.8%
42	5%	.	i	3.1	.
43	1%	.	i	0.6	.
44	-3%	.	i	0.3	.

# Screens deposited in PubChem by several laboratories.
